ST2 IL33 inh: blocks human ST2 binding to IL-33. Q01638. AlphaLISA ST2-Fc/biotin-IL-33 interaction, 1 h. inhibition, % for hits at 17 µM. 78,000 tested, 2.3% active; in the data active means inhibition above about 30%; inconclusive means mostly about 10% to 28%
Target sequence (Q01638 whole entry, looked up): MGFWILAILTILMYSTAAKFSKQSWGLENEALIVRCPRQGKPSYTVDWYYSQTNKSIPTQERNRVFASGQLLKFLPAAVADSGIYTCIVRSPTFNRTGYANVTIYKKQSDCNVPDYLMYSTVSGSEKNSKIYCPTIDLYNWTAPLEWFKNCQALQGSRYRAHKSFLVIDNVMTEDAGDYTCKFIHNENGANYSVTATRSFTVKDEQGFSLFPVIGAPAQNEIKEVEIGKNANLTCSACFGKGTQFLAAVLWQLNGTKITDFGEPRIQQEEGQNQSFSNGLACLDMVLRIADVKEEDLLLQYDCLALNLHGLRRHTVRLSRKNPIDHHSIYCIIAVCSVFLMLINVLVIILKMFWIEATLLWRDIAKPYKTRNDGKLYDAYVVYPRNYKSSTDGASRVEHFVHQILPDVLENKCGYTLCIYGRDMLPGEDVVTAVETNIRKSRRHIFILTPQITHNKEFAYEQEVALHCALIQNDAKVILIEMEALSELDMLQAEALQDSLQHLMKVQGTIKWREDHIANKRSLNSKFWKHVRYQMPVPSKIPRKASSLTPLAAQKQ
* hit, by the source's call; i = inactive; ? = inconclusive.

SMILES	ST2 IL33 inh
COc1ccc(C2C(C(=O)Nc3ccc4c(c3)OCO4)CC(=O)N2c2ccc(OC)cc2)cc1 (stereo unspecified)	i
CCCCC(=O)Nc1ccc(NC(=O)CS(C)(=O)=O)cc1C	?
Cc1nccc(-c2ccccc2)c1C(=O)NCC1(O)CCCNCC1 (stereo unspecified)	i
Cc1cc(C)cc(N2CCN(Cc3nc[nH]c3C)CC2=O)c1	i
O=C(Nc1ccc(Cl)cn1)c1ccc(I)cc1	?
C[C@@H]1CN(Cc2ccc3c(c2)CN(Cc2nc(-c4ccccc4)cs2)CCO3)C[C@H](C)O1	?
O=C1CCCN1C1CCCN(CCn2cc[nH]c2=O)C1 (stereo unspecified)	i
Oc1oc(-c2ccc(Br)cc2)nc1C=Nc1ccc(F)cc1	i

SMILES	ST2 IL33 inh
C=CCn1c(SCC(=O)NCc2ccco2)nc2scc(-c3ccccc3)c2c1=O	i
CCc1ccc(-c2nc(C(N)=O)c3c(n2)n(-c2ccc(C)c(C)c2)c(=O)n3Cc2ccccc2)cc1	i
CCOc1ccc(N(C(C)=O)C2SC(=O)N(c3ccccc3)C2=O)cc1 (stereo unspecified)	i
CCOC(=O)c1c(-c2ccccc2)oc2ccc(O)c(CN(C)C)c12	i
O=C(Cc1cccs1)N1c2ccccc2CCc2ccccc21	i
Cc1ncoc1C(=O)N1CCOC(CC2CCCCC2)C1 (stereo unspecified)	?
OC(COc1ccc(Cl)cc1)CN1CCN(c2ccc(F)cc2)CC1 (stereo unspecified)	i
Cc1cc(C)cc(OCCN(C)Cc2cc3n(n2)CCNC3)c1	i

SMILES	ST2 IL33 inh
CCOc1ccc(NS(=O)(=O)c2ccc(Br)s2)cc1	i
O=C(c1csc(S(=O)(=O)NC2CC2)c1)N1CCCC1	?
CCC1CCCCN1CCCNC(=O)C1CCN(S(=O)(=O)N2CCCCC2)CC1 (stereo unspecified)	i
C=C(C)CN(CC)Cc1ccccc1O	i
CC(C)c1ccc(OCC(=O)N2CCCC2)cc1	i
CCOc1cc2c(cc1OCC)C1C(C(=O)N3CCCCCC3)c3ccccc3C(=O)N1CC2 (stereo unspecified)	i
CN1CCN(Cc2cc([N+](=O)[O-])ccc2O)CC1	i
CN(C)C(=O)N1CCC(N2CCCC(C(=O)NCc3ccccn3)C2)CC1 (stereo unspecified)	i

SMILES	ST2 IL33 inh
Cc1ccc(NS(=O)(=O)c2ccc(NS(=O)(=O)c3ccc(F)cc3)cc2)cc1C	i
Cc1sc2c(c1C)c(=O)n(Cc1ccccc1)c(=O)n2Cc1cc(=O)n2ccccc2n1	i
Cc1ccc(Nc2cc(C)nc(Nc3ccc(NC(=O)CCCc4ccccc4)cc3)n2)cc1	i
C#CCNC(=O)CC[C@@H]1CNC(=O)[C@@H]2C[C@H](NC(=S)NCc3ccco3)CN12	i
Cc1cc(=O)n2ccc([N+](=O)[O-])c(O)c2n1	i
O=C(Cn1cnc2c(oc3ccccc32)c1=O)NC1CCCC1	?
O=C(CSc1cc(N2CCCC2)ccc1[N+](=O)[O-])Nc1ccccc1	i
COc1ccc2c(=O)c(-c3csc(C)n3)c(C(F)(F)F)oc2c1	i

SMILES	ST2 IL33 inh
Clc1cccc2c3c([nH]c12)CCN(Cc1ccccc1)C3	i
CC1Cc2ccccc2N1C(=O)CCS(=O)(=O)c1cccc2nonc12 (stereo unspecified)	i
CCCCN1C(=O)C(O)=C(C(C)=O)C1c1ccccc1[N+](=O)[O-] (stereo unspecified)	i
Clc1ccccc1C(c1ccccc1)(c1ccccc1)n1ccnc1	i
CCOC(=O)CSC1=Nc2ccccc2C2=NC(C(C)C)C(=O)N12 (stereo unspecified)	?
CCOc1ccc(C(=O)Nc2cccc(Cl)c2)cc1Br	i
Cc1cc(C)nc(CN2CCC3(CCCO3)CCC2=O)n1 (stereo unspecified)	?
C=CCC(=O)N(Cc1ccccc1OCC)C1CC1	?

SMILES	ST2 IL33 inh
O=C(Cc1ccncc1)N1CCc2[nH]nc(-c3cccc4ccccc34)c2C1	?
COC[C@H]1CCCN1[C@@H]1[C@H](O)[C@H](CO)O[C@@H]1CNS(=O)(=O)c1ccccc1	i
Cn1c(=O)[nH]c(=O)c2c1nc(CN1CCOCC1)n2Cc1ccc(Cl)cc1	i
COc1ccc(N2CCN(S(=O)(=O)c3ccc(Br)s3)CC2)cc1	i
Cc1nccn1-c1ccc(NC(=O)C2CCCN(Cc3cc4ccccc4o3)C2)cc1 (stereo unspecified)	i
Cc1ccc(C(=O)O)cc1-c1ccc(/C=C2/SC(=O)NC2=O)o1	i
COc1ccccc1CNCCCCCCNCCCCCCCCNCCCCCCNCc1ccccc1OC	i
CNC(=O)C1CCC(Cn2c(=O)c3sccc3n(CC(=O)Nc3ccccc3)c2=O)CC1 (stereo unspecified)	i

Part of the list above in order of heavy-atom count, falling.
SMILES	ST2 IL33 inh
COc1ccccc1CNCCCCCCNCCCCCCCCNCCCCCCNCc1ccccc1OC	i
CNC(=O)C1CCC(Cn2c(=O)c3sccc3n(CC(=O)Nc3ccccc3)c2=O)CC1 (stereo unspecified)	i
Cc1nccn1-c1ccc(NC(=O)C2CCCN(Cc3cc4ccccc4o3)C2)cc1 (stereo unspecified)	i
O=C(Cc1ccncc1)N1CCc2[nH]nc(-c3cccc4ccccc34)c2C1	?
COC[C@H]1CCCN1[C@@H]1[C@H](O)[C@H](CO)O[C@@H]1CNS(=O)(=O)c1ccccc1	i
Cc1ccc(C(=O)O)cc1-c1ccc(/C=C2/SC(=O)NC2=O)o1	i
C=CCC(=O)N(Cc1ccccc1OCC)C1CC1	?

Other compounds.
SMILES	ST2 IL33 inh
CCOc1ccc(CN2CCn3cccc3C2C)cc1CO (stereo unspecified)	?
O=[N+]([O-])c1ccc(NS(=O)(=O)c2ccc(Br)cc2)cc1	i
OC(CC#CCN1CCCC1)(c1ccccc1)c1ccccc1	i
COC(=O)C1C(=O)C2=C(CC1C)NC(C)=C(C(=O)OC(C)C)C2c1cccc(OC)c1 (stereo unspecified)	i
Cc1nnc(Sc2cc(C(=O)NCCCOC(C)C)c3ccccc3n2)s1	?
COc1ccc(OC2CCN(C3CCCC3)CC2)c(C(=O)NCc2cc(C)n(C)n2)c1	i
CCCC1(C2CCNCC2)NC(=O)N(CCn2ccnc2CC)C1=O (stereo unspecified)	i
COC(=O)[C@H](Cc1ccc(OC)cc1)NC(=O)[C@H]1CN(C(=O)Nc2ccccc2)CCN1C(=O)C1CCCCC1	i

SMILES	ST2 IL33 inh
COc1ccc(S(=O)(=O)N2C[C@@H]3C[C@H](C2)c2ccc(-c4ccc(SC)cc4)c(=O)n2C3)cc1	i
COc1cc(C=Nc2ccc(C(C)=O)cc2)cc(OC)c1OC	?
CN1CCN(CCCSc2ccc(Cl)cc2)CC1	i
O=C(Nc1ccc(Cl)cc1)c1cc2c3c(c1)C1C=CCC1CN3CC1CC=CC21 (stereo unspecified)	i
O=C(Nc1ccc(F)cc1F)N1CCCCC1CN1CCOCC1 (stereo unspecified)	i
Cc1ccccc1C(=O)Nc1cc2cc([N+](=O)[O-])ccc2oc1=O	i
CCOC(=O)c1nn(CCC(C)C)c2c1CN(C(=O)CCc1cccs1)CC2	i
O=C(c1ccc2c(=O)n(CCc3ccccc3)c(=O)[nH]c2c1)N1CCN(c2ccccn2)CC1	i

SMILES	ST2 IL33 inh
Cc1nc2ccccc2c2c1C(=O)N(Cc1cccnc1)C2=O	i
CC1=C(C(=O)Nc2ccc(F)cc2)C(c2sccc2C)C2=C(CC(C)(C)CC2=O)N1 (stereo unspecified)	i
C=CCc1cccc(C=Nc2ccc(Cl)cn2)c1O	?
Cc1ccc(OCC(=O)Nc2ccccc2CO)cc1C	i
O[C@@H]1C[C@H]2CN(Cc3ccc(SC4CCCCC4)o3)C[C@H]2C[C@@H]1O	i
COc1ccc(-c2ncc(Cl)cn2)c2ccc(C)nc12	i
CC(C(=O)N(C)C)N(C)Cc1cccn1S(=O)(=O)c1ccccc1 (stereo unspecified)	i
Cc1sc2ncnc(Nc3cc(Cl)cc(Cl)c3)c2c1C	i

SMILES	ST2 IL33 inh
COCCNc1nc2c(c(=O)n(C)c(=O)n2C)n1Cc1ccc(F)cc1	i
CN(C)CCCn1c(-c2ccc([N+](=O)[O-])cc2)csc1=Nc1ccccc1	51%*
COc1ccc(C2C3=C(Nc4c2c(=O)n(C)c(=O)n4C)c2ccccc2C3=O)cc1 (stereo unspecified)	i
O=C(Cc1ccc([N+](=O)[O-])cc1)N1CCN(c2ccccn2)CC1	?
O=C1/C(=C/c2cccnc2)CS/C1=C\c1cccnc1	?
O=[N+]([O-])c1ccc(C2Nc3cc(Cl)cc(Cl)c3C3C=CCC32)cc1 (stereo unspecified)	32%*
CCOC(=O)c1c(-c2ccccc2)csc1NC(=O)c1ccoc1C	i
CC(C)CCNC(=O)CSc1cc(=O)n(C)c2ccccc12	i

SMILES	ST2 IL33 inh
Cc1nc(C)n(CCNc2nc(-c3ccncc3)nc3c2CCNC3)n1	?
CN(C)c1ccc(C(=O)Nc2nc3ccc4ccccc4c3s2)cc1	i
CCN(Cc1ccc(OC)cc1)C(=O)c1cnc(N2CCOCC2)nc1	i
O=C(O)c1sc2cc([N+](=O)[O-])ccc2c1Cl	i
Cn1cncc1-c1nnc([C@H]2CCN(Cc3ccc(CO)o3)C2)o1	i
CSc1nc2c(c(=O)n(C)c(=O)n2C)n1C	?
O=S1(=O)NC(=NCCCCO)c2ccccc21	i
Cc1ccc(S(=O)(=O)N(CC(=O)Nc2cccc([N+](=O)[O-])c2)c2ccccc2F)cc1	?

SMILES	ST2 IL33 inh
CCCCOC(=O)C1=C(C)Nc2ncnn2C1c1ccc(OC)c(OC)c1OC (stereo unspecified)	i
Cc1ccc(-n2nc(C)c([C@@H]3C=C[C@@H](NC(=O)NCc4ccccc4)C3)c2C)cc1Cl	i
C=CCN(CC#Cc1ccccc1)C(=O)c1cc2n(n1)CCCN(C)C2	i
O=C(NCCSc1c(-c2ccccc2)[nH]c2ccccc12)C1CC1	i
C=CCNC(=O)C(=O)Nc1cccc(Cl)c1	i
CN(Cc1ccccc1)Cc1cn([C@H]2CO[C@H]3[C@@H]2OC[C@@H]3NS(=O)(=O)Cc2ccccc2)nn1	i
Cc1c(O)cc2oc(-c3ccc(O)c(O)c3)c(O)c(=O)c2c1O	i
Cc1sc2c(c1C)c(=O)n(-c1ccc(Cl)cc1)c(=O)n2CC(=O)NCc1ccco1	i

Part of the list above, field by field.
C=CCN(CC#Cc1ccccc1)C(=O)c1cc2n(n1)CCCN(C)C2
  ST2 IL33 inh: i
Cc1sc2c(c1C)c(=O)n(-c1ccc(Cl)cc1)c(=O)n2CC(=O)NCc1ccco1
  ST2 IL33 inh: i

(next part)
SMILES	ST2 IL33 inh
CCCCCCOc1ccc(-c2ccc(C#N)cn2)cc1	i
CCOc1ccccc1N(C)C(=O)c1cc2cc3ccc(OC)cc3nc2s1	?
CCOC(=O)c1c(NC(=O)c2ccco2)sc2c1CC(C)CC2 (stereo unspecified)	i
Cc1nc2ccccc2n1C(=O)c1ccccc1[N+](=O)[O-]	i
O=C(COc1ccccc1Cl)Nc1ccc(NC(=O)c2ccc(Cl)cc2Cl)cc1	i
Cc1ccc(C(=O)N2CCC(C(Cc3ccc(F)cc3F)N(C)C(=O)C3CC3)CC2)s1 (stereo unspecified)	i
COc1ccccc1N1CCN(c2ncnc3c2cnn3-c2ccccc2)CC1	?
C[C@@H](CN1CCC(Cc2ccccc2)CC1)[C@@H](O)c1ccc(O)cc1	i

SMILES	ST2 IL33 inh
CC(=O)N1CCc2cc(Br)cc(S(=O)(=O)CCC(=O)N3CCc4ccccc43)c21	i
C=CCNC(=O)N[C@H]1CO[C@H]2[C@@H]1OC[C@H]2OC(=O)Nc1ccccc1	i
CC(C)Cc1nc(CN(C)C(=O)C2CCCN(Cc3ccco3)C2)no1 (stereo unspecified)	i
Cc1[nH]c2ccc(Br)cc2c(=O)c1CN(C)C	i
Cc1ccc(N(CC(=O)Nc2cccc(F)c2)S(C)(=O)=O)c(C)c1	i
Cc1nc(C(=O)N(Cc2ccc(F)cc2)CC2CCCO2)cs1 (stereo unspecified)	?
C=CCOc1ccc(/C=C2/C(=O)N(c3ccc(Cl)c(Cl)c3)N=C2C)cc1OC	i
OC[C@H]1CCN(C2CCN(c3ccc4c(c3)OCO4)CC2)C[C@@H]1O	i

SMILES	ST2 IL33 inh
CCOC(=O)c1c(NC(=O)c2cc(CC(C)C)on2)sc(C)c1C	?
CCOc1c(N2CCc3ccccc3C2)c(=O)c1=O	i
COc1ccc2nc(NC(=O)COC(=O)c3cc4ccccc4o3)sc2c1	i
C(=C\c1ccco1)/CN1CCCn2cncc2C1	?
Cc1cc(N2CCN(C)CC2)nc2ccc(NC(=O)c3ccc([N+](=O)[O-])cc3Cl)cc12	i
COc1cc(C=O)ccc1OCc1ccc(Cl)cc1Cl	i
CC1=NN(c2ccccc2)C(=O)C1C1c2ccccc2Oc2ccccc21 (stereo unspecified)	i
O=C(NC1CCCC1)c1c[nH]c2ccc(S(=O)(=O)Nc3ccccc3F)cc2c1=O	i

SMILES	ST2 IL33 inh
Cc1ccccc1-n1nc2c(c1NC(=O)C1(c3ccc(Cl)cc3)CCCC1)CS(=O)C2 (stereo unspecified)	i
O=C(O)c1cccc(NCN2C(=O)c3cccc([N+](=O)[O-])c3C2=O)c1	i
Cc1ccc(CCSc2ccc(F)cc2)cn1	i
COc1cc(C2C3CCCC=C3C(C#N)=C(N)C2(C#N)C#N)cc(OC)c1OC (stereo unspecified)	i
Cn1c(SCC(=O)NCc2ccccc2)nc2c([nH]c3ccccc32)c1=O	?
COc1ccccc1N1Cc2ccc(OC)c(OC)c2C1=O	i
CCC(=O)N1CCc2cc(Br)cc(S(=O)(=O)N3CCN(CC)CC3)c21	i
CC1(O)c2ccccc2C(=O)N1Cc1ccccc1 (stereo unspecified)	i

SMILES	ST2 IL33 inh
N#CCn1c(-c2ccccc2F)nc2ccccc2c1=O	i
CC(=O)N1c2c(cc(Br)cc2S(=O)(=O)NCCc2ccc(Cl)cc2)CC1C (stereo unspecified)	i
COc1cc(-c2ccc(F)c(CO)c2)nc(OC)n1	i
Cc1cc(N2CCCCC2)nc(N2CCN(S(=O)(=O)c3cccc(F)c3)CC2)n1	?

Bioassay records as filed in PubChem BioAssay.

This is a subset (hit frequency here may not be typical).
